KKLEB tox: CF airway cell cytotoxicity counter-screen | KKLEB CF airway cells viability, ATPlite luminescence, overnight; stronger effect = lower value; cells stimulated with P. aeruginosa culture filtrate | activity change (cytotoxicity), % at 5 µM | 360,000 compounds, 0.36% hits | AID 602141;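 active = corrected activity change at or below -50% at 5 µM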
MITF TRPM1 inh: reduces MITF-dependent TRPM1 promoter luciferase signal; SK-MEL-5 TRPM1 promoter luciferase, 24 h; inhibition, % at 12.5 µM; 330,000 compounds, 0.83% hits; AID 488899;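 active = mean inhibition across replicates of 60% or more, whatever share of single replicates reaches that level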; also: values of inactives mirror those of a sister screen read the other way
Peg3 prom inh: reduces Peg3 promoter-driven luciferase expression in HeLa. AID 588405. inhibition, % at 20 µM. 360,000 compounds, 1.7% hits. HeLa PEG-Prom luciferase reporter, luminescence, overnight;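 active = inhibition of at least 50% at 20 µM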
CF NFkB block: blocks PAF-induced NF-kB reporter in cystic fibrosis cells; AID 588850; 360,000 compounds, 0.86% hits; inhibition, % at 5 µM; KKLEB NF-kB-GFP reporter, GFP fluorescence overnight;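 active = at least 50% inhibition at 5 µM, scaled per plate between neutral and stimulator controls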;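 also: PAF is a Pseudomonas aeruginosa culture filtrate used as stimulus; plate controls were PAF-stimulated DMSO wells for no effect and unstimulated DMSO wells for full effect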
NR2E3 ag-1: agonists of human nuclear receptor NR2E3; GST-NR2E3/biotin-RetCOR TR-FRET, 1536-well; inhibition of corepressor binding, % at 4.78 µM; 320,000 compounds, 0.12% hits; AID 2300;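 active = percent inhibition above the cutoff of mean plus 3 SD of all tested compounds, set per screening campaign, cut at about 20% in these data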;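 also: 0% = DMSO wells and 100% = biotin wells as full block of FRET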
Target sequence (Q9Y5X4 whole entry, looked up): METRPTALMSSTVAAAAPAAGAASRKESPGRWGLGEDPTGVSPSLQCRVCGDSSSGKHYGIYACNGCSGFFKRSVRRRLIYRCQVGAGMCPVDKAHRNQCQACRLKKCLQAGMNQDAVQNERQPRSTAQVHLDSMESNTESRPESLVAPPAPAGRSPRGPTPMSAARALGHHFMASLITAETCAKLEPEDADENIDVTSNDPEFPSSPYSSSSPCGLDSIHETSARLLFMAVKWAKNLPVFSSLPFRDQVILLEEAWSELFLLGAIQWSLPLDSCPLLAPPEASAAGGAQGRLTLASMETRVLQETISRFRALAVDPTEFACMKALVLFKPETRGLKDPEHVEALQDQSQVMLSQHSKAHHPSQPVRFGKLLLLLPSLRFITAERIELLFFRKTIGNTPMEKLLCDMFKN
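System: GST-tagged NR2E3 plus biotinylated RetCOR corepressor; Buffer or medium: pH 7.5 Tris-based buffer; Probe or stimulus: RetCOR corepressor, biotinylated, 7 nM; Doses: compound at 4.8 µM, single dose; Schedule: 5 h incubation at 4 °C; Technique: time-resolved FRET; Evaluation: percent inhibition of TR-FRET ratio; Replication: one well per compound, singlicate testing.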
CaV13 FRET inh: Disruptors of the CACNA1D IQ motif to Ca2+-dependent inactivation inhibitor domain association, primary screening, Förster resonance energy transfer in intact living …; HEK cells, CFP/YFP FRET ICDI-IQ, plate reader, 10 min; percent FRET-ratio fall versus neutral wells; inhibition, % at 12.3 µM; 340,000 compounds, 0.098% hits;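 active = mean replicate inhibition of at least 30% and at least 1% of replicates passing that level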;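 also: 0% = median of the neutral control wells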
PDI inh: PDI (human) enzyme inhibition; PDI insulin aggregation turbidity, A650, 90 min; inhibition, % at 10 µM; P07237; 350,000 compounds, 0.052% hits; AID 588391;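 active = mean inhibition across replicates of 30% or more, whatever share of single replicates reach that level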;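 also: absorbance from insulin aggregation driven by PDI reduction with DTT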
Target sequence (P07237 whole entry, looked up): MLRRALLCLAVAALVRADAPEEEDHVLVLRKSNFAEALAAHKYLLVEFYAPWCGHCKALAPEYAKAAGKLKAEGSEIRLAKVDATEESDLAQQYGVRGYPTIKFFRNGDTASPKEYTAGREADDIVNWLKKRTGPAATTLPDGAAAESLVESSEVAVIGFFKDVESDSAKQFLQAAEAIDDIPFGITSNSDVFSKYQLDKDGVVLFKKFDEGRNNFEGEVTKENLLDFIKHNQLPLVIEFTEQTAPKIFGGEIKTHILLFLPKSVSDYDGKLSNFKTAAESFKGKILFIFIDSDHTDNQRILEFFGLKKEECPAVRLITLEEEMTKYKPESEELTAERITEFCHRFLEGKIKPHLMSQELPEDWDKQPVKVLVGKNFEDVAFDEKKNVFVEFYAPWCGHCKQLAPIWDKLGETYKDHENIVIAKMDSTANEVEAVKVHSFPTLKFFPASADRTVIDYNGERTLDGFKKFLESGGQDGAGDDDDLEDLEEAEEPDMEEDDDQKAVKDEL
Shn3 3UTR inh: inhibitors of Schnurri-3 3'UTR reporter in osteoblasts | AID 588674 | Clone20 osteoblast Shn3 3'UTR firefly luciferase, 24 h | 360,000 compounds, 0.52% hits | inhibition, % at 12.5 µM;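 active = mean inhibition of at least 75% with every replicate also reaching 75%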;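 also: 0% = median of neutral control wells and 100% = pilot-screen positive control compound; some compounds past the cut are filed as inactive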
Vif inh: inhibitors of HIV Vif. HEK293T cells, Vif self-association by quenched fluorescence, imaging, 24 h. inhibition, % at 7.49 µM. 340,000 compounds, 0.35% hits; in the data active = inhibition above about 50%, passing the limit was not always enough; also: some results filed as inactive read as strong as hits
NR2E3 ag-2: activates human NR2E3 receptor | AID 602229 | Q9Y5X4 | 360,000 compounds, 0.35% hits | inhibition of corepressor binding, % at 3.98 µM | CHO-S Gal4-NCOR/VP16-NR2E3 two-hybrid, luciferase;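 active = inhibition above the mean of all tested compounds plus 3 SD, cut at about 70% in these data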;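 also: 0% = DMSO with NR2E3 transfected cells and 100% = cells lacking NR2E3 construct; higher means lower luciferase signal from less NR2E3 corepressor binding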
HIF-2a inh: inhibitors of HIF-2a; 786-0 RCC cells HIF-2a reporter, luciferase luminescence, overnight; inhibition, % at 18.8 µM; AID 624352; 360,000 compounds, 0.72% hits;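 active = inhibition of the luminescence signal of 40% or more relative to plate controls, in a single-dose primary screen at 18.75 µM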
The depositor's hits bear a star; . = not tested or not shown.

SMILES | KKLEB tox | MITF TRPM1 inh | Peg3 prom inh | CF NFkB block | NR2E3 ag-1 | CaV13 FRET inh | PDI inh | Shn3 3UTR inh | Vif inh | NR2E3 ag-2 | HIF-2a inh
CCCCn1c(N)c(N(CCOC)C(=O)c2cc3c(s2)CCCCC3)c(=O)[nH]c1=O | 1 | -2 | -26 | -10 | 2 | -3 | -6 | -17 | -14 | -3 | -21
Cc1ccc(C(=O)OCC(=O)NC(=O)c2cccn2C)cc1 | -5 | 9 | -8 | -11 | 0 | -6 | 2 | -2 | -15 | -24 | -2
O=C(NCc1ccccc1)c1cc(C2CCCN(S(=O)(=O)c3ccccc3)C2)on1 (stereo unspecified) | 8 | . | 18 | -29 | . | -16 | 4 | 7 | -16 | -3 | 6
O=C(CNc1cc(S(=O)(=O)N2CCCC2)ccc1OCC(F)(F)F)Nc1ccc(SC(F)F)cc1 | -17 | -11 | 5 | 14 | 0 | -5 | 2 | 84 | -22 | 11 | -10
O=C1N(Cc2ccccc2)CCCC12CCCN(Cc1ccccc1)C2=O | 15 | 7 | 2 | -6 | 1 | -5 | 9 | 8 | . | 1 | 22
Cc1cc(-c2ccccc2)n2ncc(C#N)c2n1 | 2 | . | 4 | -32 | -2 | -6 | -7 | -76 | . | 8 | 12
CC1CCCC(NC(=O)COC(=O)[C@@H]2CC(O)CN2S(=O)(=O)c2ccc3c(c2)OCCO3)C1C (stereo partly specified) | 2 | 0 | -10 | 8 | 3 | -3 | 7 | -8 | -4 | 3 | 17
O=C(CSc1nc2ccccc2n1-c1ccccc1)NCC1CCCO1 (stereo unspecified) | 3 | 1 | 14 | -1 | -3 | . | -8 | 1 | -9 | -16 | 15
COc1ccc(NC(=O)CS(=O)(=O)c2ccccc2)cc1 | -7 | -11 | -29 | 14 | 3 | 2 | 5 | -8 | 1 | 7 | -41
Cc1cc(NC(=O)CCC(=O)N(C(C(=O)NC(C)(C)C)c2ccccc2Cl)C(C)(C)C)no1 (stereo unspecified) | -6 | 5 | 10 | 7 | 1 | -3 | 1 | -5 | -2 | -22 | 4
CC(C)[C@H](NC(=O)N1c2ccccc2NC(=O)[C@@H]1C(C)C)C(=O)N[C@@H](C(=O)O)c1ccccc1 | 15 | 9 | -13 | 2 | 4 | . | . | -16 | 5 | -24 | -13
CCOC(=O)c1c(NC(=O)c2nc3n(n2)C(C(F)F)CC(C)N3)sc2c1CCCC2 (stereo unspecified) | 20 | -15 | 16 | -11 | 0 | -8 | 2 | 12 | 0 | -10 | -31
Nc1nnc(-c2ccccc2)c(-c2ccccc2)n1 | -15 | 0 | -2 | 2 | -2 | -5 | -1 | 8 | 4 | 8 | 21
Cc1nnc(-c2ccccc2)nc1N1CCOCC1 | -19 | 9 | 8 | -11 | -3 | . | 2 | -4 | -3 | -26 | 14
CC/C(=N\NC(=O)Cc1ccc(Br)cc1)c1cccs1 | -10 | -3 | 17 | -22 | . | -6 | 5 | 2 | 7 | -3 | -7

Individual results from the results shown:
`CCCCn1c(N)c(N(CCOC)C(=O)c2cc3c(s2)CCCCC3)c(=O)[nH]c1=O` in CaV13 FRET inh is listed with -3
`COc1ccc(NC(=O)CS(=O)(=O)c2ccccc2)cc1` in KKLEB tox is listed with -7

Carrying on:
SMILES | KKLEB tox | MITF TRPM1 inh | Peg3 prom inh | CF NFkB block | NR2E3 ag-1 | CaV13 FRET inh | PDI inh | Shn3 3UTR inh | Vif inh | NR2E3 ag-2 | HIF-2a inh
COc1ccccc1N(C)S(=O)(=O)c1ccc(C(=O)O)cc1 | 1 | 9 | 2 | 10 | 4 | -3 | 3 | 4 | 7 | 19 | 10
CC1CCN(C(=S)Nc2ccc3nc4n(c(=O)c3c2)CCCCC4)CC1 | 14 | 2 | 5 | -12 | 1 | -3 | -2 | -16 | -4 | 11 | -6
C#CCOCCOCCOCCNc1nc(N2CCN(C(=O)[C@H](CCCN=C(N)N)n3cc(C(N)[C@H](C)CC)nn3)CC2)nc(N2CCN(C(=O)[C@H](CC(N)=O)n3cc(C(N)[C@@H](C)CC)nn3)CC2)n1 (stereo partly specified) | 1 | -5 | -4 | -6 | . | -3 | 0 | -7 | 0 | -1 | 1
Fc1ccc(-c2nnc(SCc3ncc(-c4ccccc4)o3)n2CC2CCCO2)cc1 (stereo unspecified) | -8 | -13 | 9 | 12 | -1 | -5 | 8 | -37 | 2 | -18 | 10
CC1CCN(c2ccc3c(c2)S(=O)(=O)c2cccc(C(=O)NCc4ccc(F)cc4)c2C3=O)CC1 | 10 | . | -45 | -56 | 2 | -25 | -2 | -65 | . | 12 | -30
Cc1ccc(C(=O)OCC(=O)Nc2sc3c(c2C#N)CCCC3)cc1NC(=O)c1ccco1 | 1 | 1 | -22 | 2 | 1 | -5 | -2 | -9 | -8 | -4 | 2
CCC(C)(C)n1nnnc1C(c1cccs1)N1CCN(Cc2ccccc2)CC1 (stereo unspecified) | 5 | 1 | 9 | -7 | 5 | -10 | 0 | 30 | -5 | 3 | -6
Cc1ccc(-n2cc(C(C)(C)C)[nH]c2=S)cc1 | -4 | -7 | -43 | 7 | -2 | -5 | 4 | -67 | -5 | -31 | -47
Cc1ccc(S(=O)(=O)NNC(=O)c2ccccc2O)cc1 | -9 | 5 | 25 | 6 | -4 | -7 | -13 | 4 | -12 | 13 | 16
O=C(N/N=C/c1ccc(-c2ccccc2[N+](=O)[O-])o1)c1cncc(Br)c1 | 1 | 8 | -8 | -13 | 1 | -6 | -19 | -2 | -5 | -26 | 6
C=CCn1c(SC(C)C(=O)NCc2ccc3c(c2)OCO3)nnc1C1CCCCC1 (stereo unspecified) | 14 | 10 | 10 | -45 | -1 | . | -3 | 0 | 0 | -6 | -1
O=C1c2ccccc2-c2ccc(C(=O)N3CCOCC3)cc21 | -6 | -13 | -16 | -5 | 1 | -4 | 5 | -6 | 2 | -12 | -2
CCOC(=O)Cn1c(N2CCOCC2)nc2c1c(=O)[nH]c(=O)n2C | 6 | -1 | 11 | -6 | 3 | . | 6 | -1 | 8 | -15 | 21
CS(=O)(=O)N(CC(=O)NCCc1ccccc1)C1CCCCC1 | 3 | 5 | -5 | -2 | 0 | -4 | -6 | 7 | 15 | 5 | 20
Cn1ccc2cc(-c3ccc4ncnc(NCc5cccs5)c4c3)ccc21 | -12 | 41 | 14 | 31 | . | -6 | -15 | 17 | -3 | -41 | -31
Cc1ccc(CN2CCCN(Cc3c(C)cc(C)cc3C)S2(=O)=O)cc1 | -1 | 4 | 5 | 12 | 1 | -18 | -1 | 4 | -5 | 7 | 13
Cc1ccc(/C=N/N=C2/NC(=O)C(CC(=O)Nc3ccc(Cl)cc3)S2)o1 (stereo unspecified) | 5 | -10 | 5 | -9 | 1 | -3 | -22 | 3 | 4 | -10 | 21
COc1ccc(CNC(=O)C2CCC(CNC(=O)[C@@H]3Cc4ccccc4CN3)CC2)cc1 (stereo partly specified) | -3 | -3 | 10 | -24 | 1 | -15 | -4 | -19 | 7 | -1 | 2
Cc1ccc(S(=O)(=O)N2CCOCC2)cc1C(=O)Nc1ccc(-c2cn3ccsc3n2)cc1 | 13 | -1 | 11 | -15 | 4 | -5 | 2 | -7 | -8 | -24 | -34
O=C(Oc1ccc(F)cc1C(=O)/C=C/c1cccs1)c1cccc([N+](=O)[O-])c1 | 1 | 28 | 18 | 50* | -1 | -2 | 8 | 4 | . | -28 | 28
CCNC(=S)/N=C(\N)Nc1nc(C)c2cc(C)ccc2n1 | 5 | -11 | -234 | -32 | 1 | -6 | 3 | -183 | 6 | -94 | -236
CCCN(CCC)CC(O)Cn1c2ccccc2c2ccccc21 (stereo unspecified) | -16 | -8 | 18 | 9 | -1 | -20 | -1 | 8 | 9 | 3 | 13
C[C@@H]1CN([C@H](C)CO)C(=O)CCCn2nncc2CO[C@@H]1CN(C)S(C)(=O)=O | -2 | . | 6 | 6 | . | -4 | -4 | -12 | 11 | -15 | -13
COC(=O)c1ccc(C(C(=O)NC2CCCCC2)N(Cc2ccc(F)cc2)C(=O)Cc2cccs2)cc1 (stereo unspecified) | -12 | 5 | 7 | -6 | -1 | -15 | 8 | 27 | 6 | 4 | 15
CC(C)CNC(=O)c1cc([N+](=O)[O-])ccc1N1CCCCC1 | 3 | 18 | 8 | -21 | 3 | -8 | 4 | -1 | -2 | -6 | 11
Cc1noc(C)c1NC(=O)N(C)C[C@H]1OCc2cnnn2CCCC(=O)N([C@@H](C)CO)C[C@H]1C | -13 | . | 9 | -2 | . | -11 | 3 | -18 | 6 | 9 | -23
Cc1cc(S(=O)(=O)N2CCN(c3ccccc3C)CC2)ccc1F | -3 | 10 | 21 | 9 | 3 | -3 | -3 | 14 | 0 | -20 | 24
CC(=O)c1cccc(CN2CCCC(CCC(=O)NCc3ccc(F)c(F)c3)C2)c1 (stereo unspecified) | 6 | -13 | 0 | -2 | 5 | 0 | -5 | 16 | -5 | 19 | 12
O=C(O)c1cc(NS(=O)(=O)c2ccc(NC3CCCCC3)c([N+](=O)[O-])c2)cc(C(=O)O)c1 | 5 | 0 | -5 | -7 | 2 | 4 | -19 | 4 | 0 | -34 | 7
CC(C)CCN(Cc1ccco1)S(=O)(=O)c1csc(C(N)=O)c1 | 0 | 1 | 22 | -7 | -1 | 0 | 5 | 43 | -5 | 19 | 13
Cc1ccc2c(c1)C1(C)C(C(C)(C)N2C=O)C1(Cl)Cl (stereo unspecified) | -8 | 2 | 2 | 14 | -3 | 1 | -2 | 15 | -1 | 15 | 17
Cn1cccc1/C=N/NC(=O)c1cc2ccccc2cc1O | 11 | -22 | -284 | -13 | 8 | -5 | 0 | -37 | -9 | -4 | -173
COc1ccc(Cl)cc1NS(=O)(=O)c1ccc2c(c1)NC(=O)CCS2 | -6 | 10 | 16 | 26 | 6 | -2 | 8 | 10 | -4 | -5 | 11

Part of the list above, as comma-separated lines.
molecule,KKLEB tox,MITF TRPM1 inh,Peg3 prom inh,CF NFkB block,NR2E3 ag-1,CaV13 FRET inh,PDI inh,Shn3 3UTR inh,Vif inh,NR2E3 ag-2,HIF-2a inh
CCC(C)(C)n1nnnc1C(c1cccs1)N1CCN(Cc2ccccc2)CC1 (stereo unspecified),5,1,9,-7,5,-10,0,30,-5,3,-6
Cc1cc(-c2ccccc2)n2ncc(C#N)c2n1,2,.,4,-32,-2,-6,-7,-76,.,8,12
O=C(N/N=C/c1ccc(-c2ccccc2[N+](=O)[O-])o1)c1cncc(Br)c1,1,8,-8,-13,1,-6,-19,-2,-5,-26,6
COc1ccccc1N(C)S(=O)(=O)c1ccc(C(=O)O)cc1,1,9,2,10,4,-3,3,4,7,19,10
CCOC(=O)Cn1c(N2CCOCC2)nc2c1c(=O)[nH]c(=O)n2C,6,-1,11,-6,3,.,6,-1,8,-15,21

Bioassay records from PubChem BioAssay.
